Source: PubChem
Tau fil binding = binders of human tau filaments; P10636; Potency, µM (titrated, usually from 57.1 µM), for inactives: at the top dose activity change, negative = inhibition; recombinant tau filaments, thioflavin S fluorescence, 15 h; filaments grown with octadecylsulfate alongside compound; 71,000 compounds, 2% hits; AID 596;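 note: potency is the fitted concentration of half-maximal effect; % is set by controls: 0 for no effect and ±100 for the full control effect; actives lower thioflavin S fluorescence by blocking filaments or displacing dye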
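Thioflavine S fluorescence (ex 450, em 510 nm) reports filaments formed from 1 uM human tau plus 30 uM ODS over 15 h at 37 C (10 mM HEPES pH 7.4, 100 mM NaCl, 5 mM DTT); compounds displacing dye or blocking filaments lower signal.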
Casp1 inh = allosteric or competitive inhibitors of human caspase-1; Caspase-1 enzyme, Ac-WEHD-AFC fluorogenic rate; Potency, µM (highest dose often 57.5 µM), without a hit: top-dose activity change, negative = inhibition, hits mostly inhibitors; 75,000 compounds, 0.03% hits; AID 900;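 note: potency is the fitted concentration of half-maximal effect; plate controls were vehicle for no effect and no substrate for full effect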
BRCT PPI red = inhibitors of human BRCA1 BRCT-phosphoprotein interaction (red fluorophore); Potency, µM (top dose mostly 76.9 µM), without a hit: at the highest dose activity change, negative = inhibition, usual class: inhibitors; P38398; 75,000 compounds, 0.03% hits; BRCT-phosphopeptide binding, red fluorescence polarization; note: % is set by controls: 0 for no effect and ±100 for the full control effect
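Rhodamine-labelled pBACH1 10-mer (100 nM) bound to BRCT domain (100 nM) at pH 7.3; compounds incubated 12 min room temperature, polarization read. Free peptide defines full inhibition; unlabelled decapeptide titrated as control.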
HEK293 cAMP cs = counter-screen for TSHR agonists: cAMP increase in parental HEK293; parental HEK293 CNG cAMP sensor, membrane potential fluorescence; Potency, µM (series often up to 57.1 µM), for the others: at the highest dose activation, most hits filed as activators; 73,000 compounds, 2.5% hits; note: potency is the fitted concentration of half-maximal effect; % of control where 0% means no effect; nearly all actives have a fitted effect of over 55% in size
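Parental HEK 293 cells stably expressing a cAMP-gated CNG channel were loaded with membrane potential dye containing 100 uM RO 20-1724 for 60 min. Compound added for 30 min; depolarization read as fluorescence intensity at 590 nm.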
Rhodamine fluor = compound fluoresces in the rhodamine spectral region; AID 594; Rhodamine-region fluorescence, 547/598 nm, Tris buffer; active compounds read high; max dye-equivalent concentration, M; 59,000 compounds, 0.05% hits; in the data active = max dye-equivalent concentration above about 11 nM; inconclusive = between about 1.1 nM and that limit
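qHTS spectral profiling of compounds without any target or enzyme present, in pH 8.0 Tris buffer; plates were read after a 15-minute room-temperature incubation using the rhodamine-region filter set.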
Casp7 inh = allosteric or competitive inhibitors of human caspase-7 | 75,000 compounds, 0.02% hits | P55210 | Potency, µM (top dose mostly 57.5 µM), inactives show at the highest dose activity change, negative = inhibition, most hits filed as inhibitors | recombinant caspase-7, Ac-DEVD-AFC fluorescence rate; active = well fitted inhibition curve with a large enough effect in the main read-out, with a control signal flat, not every such curve was filed as active; inconclusive = small, poorly fitted or top-dose-only effect, or a change in a side signal; note: potency is the fitted concentration of half-maximal effect; % of control where 0% means no effect
ALOX15 inhib = inhibitors of human 15-lipoxygenase (ALOX15); purified 15hLO-1, xylenol orange hydroperoxide absorbance; 74,000 compounds, 1.4% hits; Potency, µM (highest dose often 57.1 µM), without a hit: top-dose activity change, negative = inhibition, most hits filed as inhibitors; AID 887; note: potency is the fitted concentration of half-maximal effect; % is set by controls: 0 for no effect and ±100 for the full control effect; nearly all actives have a fitted effect of over 55% in size
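Hydroperoxide formed from arachidonic acid (50 uM) by purified human 15hLO-1 (40 nM) oxidizes ferrous iron, and the ferric-xylenol orange complex is read at 573 versus 405 nm. Compounds were preincubated 15 min; reaction ran 6 min at room temperature.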
USP2a inh = blocks human ubiquitin-specific protease USP2a | O75604 | USP2a enzymatic assay, qHTS inhibition | 60,000 compounds, 0.1% hits | Potency, µM (series often up to 38.3 µM), without a hit: at the top dose activity change, negative = inhibition, most hits filed as inhibitors;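 note: potency is the fitted concentration of half-maximal effect; nearly all actives have a fitted effect of over 60% in size; plate controls were DMSO for no effect and NEM full inhibition control for full effect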
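Inhibition is measured in a cell-free coupled assay with 20 nM USP2 core, 20 nM Ub-PLA2 and 20 uM NBD C6-HPC, 2.5 h incubation. Activity normalized to NEM control.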
HADH2 inh = inhibitors of human HADH2 dehydrogenase; 73,000 compounds, 3.4% hits; recombinant HADH2, NADH fluorescence, beta-hydroxybutyryl-CoA; Potency, µM (doses to about 57.1 µM), for inactives: at the highest dose activity change, negative = inhibition, most hits filed as inhibitors; Q99714; note: potency is the fitted concentration of half-maximal effect; % is set by controls: 0 for no effect and ±100 for the full control effect; nearly all actives have a fitted effect of over 60% in size; many of its hits are not listed in these tables
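20 nM HADH2 + cpd, 15 min RT; add 1 mM NAD+/90 uM beta-hydroxybutyryl-CoA; kinetic fluorescence 360/450 nm, 4 min. Tris-HCl pH 9.0, 0.01% Tween-20.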
Pol III holo inh = blocks replication by bacterial DNA polymerase III holoenzyme; Potency, µM (highest dose often 57.1 µM), for the others: at the top dose activity change, negative = inhibition; 71,000 compounds, 0.25% hits; reconstituted DNA polymerase III holoenzyme replication, biochemical; note: potency is the fitted concentration of half-maximal effect; % is set by controls: 0 for no effect and ±100 for the full control effect
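Reconstituted *E. coli* holoenzyme (0.35 nM Pol III, 1 nM beta, 154 nM SSB, 2 nM primase) was preincubated with compound for 15 min at RT. Synthesis on 1.4 nM ssM13Gori ran 35 min, then was stopped with PicoGreen/EDTA and read as dsDNA fluorescence.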
BRCT PPI green = inhibitors of human BRCA1 BRCT-phosphoprotein interaction (green fluorophore). Potency, µM (doses to about 76.9 µM), inactives show at the top dose activity change, negative = inhibition, usual class: inhibitors. P38398. BRCA1 BRCT-phosphopeptide binding, green fluorescence polarization. 75,000 compounds, 0.05% hits;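 note: potency is the fitted concentration of half-maximal effect; plate controls were peptide without protein for full effect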
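Fluorescence polarization: His-tagged BRCT (~35 kDa BRCA1 C-terminus, 250 nM) bound to 100 nM fluorescein-labeled phosphorylated 10-aa BACH1 peptide, pH 7.3 phosphate buffer with DTT and Tween 20. Compounds incubated 12 min at room temperature; inhibition read as lowered polarization.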
Numbers without * were called inactive; i = inactive; ? = inconclusive; / = not tested or not shown; [ ] = remark or other dose. Unless noted, calls come from the whole dose curve; as a rule, active = well fitted curve in the direction sought with a large enough effect; inconclusive = small, poorly fitted or top-dose-only effect, or another doubt; inactive = no such curve, though single readings can be large; an effect the other way counts as inactive or inconclusive. Some of the compounds tested; count on the stated rates, not on these rows.

entry	Structure	Tau fil binding	Casp1 inh	BRCT PPI red	HEK293 cAMP cs	Rhodamine fluor	Casp7 inh	ALOX15 inhib	USP2a inh	HADH2 inh	Pol III holo inh	BRCT PPI green
1	NC(N)=NC(N)=Nc1ccccc1 (tested in a mixture with another compound)	2%[11.4 µM]	1%[11.5 µM]	0.0%[15.4 µM]	-1%[11.4 µM]	i	0%[11.5 µM]	-20%[11.4 µM]	/	-25%[11.4 µM]	-6%[11.4 µM]	-4.7%[15.4 µM]
2	COc1ccc(N=C2C(=O)Nc3ccccc32)cc1	-22%	1%	-1.1%	1%	i	1%	1%	-3%	-5%	-6%	-2.6%
3	c1cc2c(cc1C(N1CCNCC1)N1CCNCC1)OCO2	-4%[11.4 µM]	0%[11.5 µM]	-0.4%[15.4 µM]	-3%[11.4 µM]	i	1%[11.5 µM]	6%[11.4 µM]	/	-9%[11.4 µM]	-2%[11.4 µM]	0.2%[15.4 µM]
4	O=P(O)(CCc1ccncc1)CN1CCCCC1	5%	-3%	0.5%	-5%	/	1%	6%	/	3%	1%	0.1%
5	CN(C)c1ccc(-c2nc(NCCN3CCOCC3)c3ccccc3n2)cc1	i	-11%	0.5%	-99%[inhibitor]	i	-19%	?	79%[activator]	?	?	-0.9%
6	COc1ccc(-n2nc3c(c2NC(=O)C2CC2)CS(=O)C3)cc1 (stereo not drawn)	3%	0%	1.6%	6%	i	-4%	2%	0%	-7%	-7%	-1.5%
7	C#CCN1C(=O)C(O)(CC(=O)c2ccc(OC)c(OC)c2)c2ccccc21 (stereo not drawn)	17%	-2%	-0.2%	10%	/	0%	2%	5%	2%	2%	0.9%
8	Cc1ccccc1CSCCNC(=O)CN(c1ccc2c(c1)OCO2)S(C)(=O)=O	7%	0%	-1.8%	15%	i	-3%	-9%	2%	5%	-2%	-2.5%
9	CCC(=O)Nc1ccc(NC(=O)c2c(C)nc3ccccn23)cc1	-2%	3%	1.1%	-2%	i	5%	-9%	0%	5%	-1%	-0.2%
10	COc1ccc(NS(=O)(=O)c2cc(C)ccc2C)cc1	-3%	1%	-0.2%	11%	i	-2%	-6%	2%	2%	-12%	-0.3%
11	O=C(CSc1nc2ccccc2c(=O)n1C1CC1)NCc1ccccc1	7%	0%	-0.5%	26%	i	0%	-5%	5%	6%	-3%	0.0%
12	CCOc1ccccc1C(=O)Nc1ccc2nc(N3CCN(c4ncccn4)CC3)cc(C)c2c1	0%	-7%	-1.7%	-20%	i	-3%	-14%	5%	-23%	-1%	-0.4%
13	Cn1c(Cn2c(=O)sc3ccccc32)nnc1SCC(=O)NCc1ccccc1	-5%	-2%	0.8%	1%	/	-2%	0%	/	4%	-1%	-0.9%
14	COC(=O)C1=C(N)Oc2cc(C)n(Cc3cccnc3)c(=O)c2C1c1ccccc1OC (stereo not drawn)	-8%	-2%	-2.3%	0%	i	0%	6%	13%	-2%	-5%	0.0%
15	COC(=O)C1C(=O)C2=C(CC1C)NC(=O)CC2c1ccc(O)c(OC)c1 (stereo not drawn)	-16%	2%	-0.5%	-11%	i	0%	5%	-5%	-11%	-3%	-0.7%
16	Cc1ccc(-n2ncc3c(=O)n(Cc4ccccn4)cnc32)cc1C	-4%	-1%	-0.5%	22%	i	1%	-3%	11%	12%	1%	0.0%
17	COC(=O)C(Cc1ccccc1)NC(=O)CSc1nc(N)cc(=O)[nH]1 (stereo not drawn)	-8%	-2%	-1.9%	8%	i	-2%	-2%	-3%	-3%	4%	-1.6%
18	Cc1cc(C)nc(N2CCC(C(=O)O)CC2)n1	6%	-4%	0.9%	6%	i	-3%	8%	?	-3%	-2%	-0.2%
19	O=C(COc1ccccc1)c1cn(CC(=O)N2CCOCC2)c2ccccc12	21%	1%	-0.3%	3%	i	0%	3%	14%	6%	8%	7.6%
20	Cc1ccc(-n2nnnc2SCC(=O)N2CCN(C(=O)c3ccco3)CC2)c(C)c1	-1%	0%	-0.6%	9%	i	1%	4%	4%	11%	-6%	1.2%
21	CCOC(=O)c1[nH]c(C)c(C(=O)NC)c1C	6%	2%	0.3%	-2%	/	-1%	2%	/	-2%	-1%	0.0%
22	CC1(C)CC2(CCCN3C(=O)CSC32)CCS1 (stereo not drawn)	-9%	-1%	-1.7%	-3%	i	-1%	-1%	1%	-11%	3%	1.1%
23	COC(=O)c1sccc1NC(=O)c1ccoc1C	4%	0%	0.4%	30%	/	-2%	7%	/	-15%	1%	-1.0%
24	CSc1oc(-c2ccc(F)cc2)nc1S(=O)(=O)c1ccccc1	53%	0%	0.6%	?	i	-4%	-7%	-1%	-1%	3%	-1.6%
25	COC(=O)CNC(=O)C1(C)C=CC2(CCCCC2)N1C(=O)OC (stereo not drawn)	10%	-1%	-1.2%	-3%	/	1%	2%	/	0%	4%	-0.7%
26	COc1ccc(C)cc1-n1nnnc1SCc1cn2ccsc2n1	3%	1%	0.5%	2%	i	-1%	9%	7%	6%	-3%	-1.1%
27	O=C(CCN1CCc2ccccc2C1)Nc1ccc2c(c1)OCO2	/	-1%	0.2%	-12%	/	0%	-6%	/	12%	/	-1.1%
28	CC1=CC2C(C(C)C)CCC(C)(O)C2CC1 (stereo not drawn)	/	-1%	1.1%	/	/	1%	-3%	-4%	/	/	0.1%
29	O=C(NCC(c1cccnc1)N1CCOCC1)c1cccc(Cl)c1 (stereo not drawn)	1%	-2%	-2.0%	11%	i	-1%	-3%	4%	-2%	-4%	-0.6%
30	CCCCn1c(CN(Cc2ccccc2)Cc2ccccc2)nc2c1c(=O)n(C)c(=O)n2C	29%	-1%	-1.7%	?	i	0%	-5%	-8%	-1%	-6%	-2.9%

Arranged by value in ALOX15 inhib (rising): some entries from above
cpd | SMILES | ALOX15 inhib
4 | O=P(O)(CCc1ccncc1)CN1CCCCC1 | 6%
23 | COC(=O)c1sccc1NC(=O)c1ccoc1C | 7%
18 | Cc1cc(C)nc(N2CCC(C(=O)O)CC2)n1 | 8%

Single entries from the list:
compound 20 in BRCT PPI green reads 1.2%
compound 19 in Tau fil binding reads 21%

Other structures
entry	Structure	Tau fil binding	Casp1 inh	BRCT PPI red	HEK293 cAMP cs	Rhodamine fluor	Casp7 inh	ALOX15 inhib	USP2a inh	HADH2 inh	Pol III holo inh	BRCT PPI green
31	CC1(C)CC(=O)c2cnc(NC(=O)CCc3ccccc3)nc2C1	-2%	0%	0.2%	5%	/	-2%	-3%	/	-5%	3%	2.7%
32	O=C(NCCCN1CCOCC1)C1CC(=O)N(CCc2ccccc2)C1 (stereo not drawn)	-16%	3%	1.3%	-2%	i	1%	3%	-3%	-13%	2%	-2.6%
33	N#CCC(=O)N1CCn2c1nc1ccccc12	-9%	-2%	2.6%	7%	i	-1%	3%	-2%	-12%	-2%	-0.1%
34	COc1ccccc1Cn1cnc2cccnc21	-2%	0%	1.1%	6%	i	1%	12%	-2%	-2%	0%	0.7%
35	O=C(CC1Oc2ccc(Cl)cc2NC1=O)NC1CCCCCC1 (stereo not drawn)	288%	2%	1.4%	0%	/	-2%	4%	/	-11%	-10%	0.0%
36	O=C(CSc1c[nH]c2ccccc12)N1CCOCC1	-25%	0%	-1.7%	-4%	i	0%	3%	-4%	-6%	0%	-0.4%
37	O=c1n(-c2cccc(Cl)c2)c(=O)n2n1CCC2	i	-1%	-1.2%	1%	i	3%	1%	-6%	0%	0%	1.2%

One compound at a time (already shown):
`O=C(CC1Oc2ccc(Cl)cc2NC1=O)NC1CCCCCC1` (stereo not drawn) reads Tau fil binding = 288%; Casp1 inh = 2%; BRCT PPI red = 1.4%; HEK293 cAMP cs = 0%; Rhodamine fluor = /; Casp7 inh = -2%; ALOX15 inhib = 4%; USP2a inh = /; HADH2 inh = -11%; Pol III holo inh = -10%; BRCT PPI green = 0.0%
`O=C(CSc1c[nH]c2ccccc12)N1CCOCC1` reads Tau fil binding = -25%; Casp1 inh = 0%; BRCT PPI red = -1.7%; HEK293 cAMP cs = -4%; Rhodamine fluor = i; Casp7 inh = 0%; ALOX15 inhib = 3%; USP2a inh = -4%; HADH2 inh = -6%; Pol III holo inh = 0%; BRCT PPI green = -0.4%
